HIF act: HIF pathway transcriptional activation; U2OS HRE-luciferase reporter, luminescence; normalized: DMSO 0%, desferrioxamine 100%; activation, % at 7.5 µM (by protocol); hit rate 0.32% among 300,000;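 active = mean activation of at least 10% of the iron chelator positive control signal, with at least half of replicates also reaching 10%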
RGS4 act: RGS4 potentiation or activation; HEK293 M3R/inducible RGS4, carbachol calcium flux Fluo4; stronger effect = lower value; B-score at 10 µM; hit rate 0.92% among 310,000; AID 463111;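 active = B-score of the integrated calcium signal more than 4 SD below the library mean, with starting fluorescence not abnormally high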;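 note: negative B-score means reduced calcium response which marks RGS4 activation or potentiation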
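System: HEK293 FlpIn-TREx cells, stable M3R, doxycycline-inducible RGS4. Timing: overnight RGS4 induction, 30 min dye load 37 °C, 20 min compound RT. Also added: carbachol, ECmax concentration. Measured by: Fluo4 fluorescence kinetic imaging of calcium. Evaluation: integrated calcium ratio converted to B score.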
RGS4 inh: inhibitors of human RGS4; hit rate 0.45% among 310,000; AID 463165; HEK293 M3R/RGS4 inducible, Fluo-4 calcium flux; stronger effect = higher value; triggered by carbachol at its EC20; B-score at 10 µM;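 active = B-score, a plate-corrected calcium signal, over three deviations above library mean, with baseline fluorescence within five deviations of library mean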;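 note: RGS4 expression induced by doxycycline in cells with stable M3 receptor; B-score is computed from the integrated fluorescence ratio over baseline after carbachol; higher B-score means a larger calcium signal and so more RGS4 inhibition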
Target sequence (P49798 whole entry, looked up): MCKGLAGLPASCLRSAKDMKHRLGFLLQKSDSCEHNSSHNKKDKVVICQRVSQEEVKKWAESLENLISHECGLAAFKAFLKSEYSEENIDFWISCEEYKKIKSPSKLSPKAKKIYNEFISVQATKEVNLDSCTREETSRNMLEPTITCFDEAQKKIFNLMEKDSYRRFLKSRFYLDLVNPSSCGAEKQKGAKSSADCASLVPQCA
TRPC6 inh: mouse TRPC6 channel inhibition | hit rate 1.1% among 310,000 | HEK293-TRPC6, membrane potential dye, ACh-evoked depolarization; stronger effect = lower value | B-score at 10 µM | Q61143 | AID 2553;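 active = B-score under library mean minus 3 SD, initial fluorescence not abnormally high, positive integrated signal ratio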;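 note: B-score derived from integrated fluorescence ratio over the kinetic read; more negative B-score means stronger inhibition of depolarization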
TRPC4 inh: inhibitors of mouse TRPC4 channel; Q9QUQ5; HEK293 TRPC4beta/mu-opioid, DAMGO-evoked Fluo4 calcium flux; stronger effect = lower value; B-score at 10 µM; hit rate 0.39% among 300,000; AID 2247;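 active = B-score over 3 SD under the library average, no early fluorescence shift, positive overall ratio signal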
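Material: HEK293 cells with stable TRPC4beta plus mu-opioid receptor expression; probe or stimulus: DAMGO in two steps, submaximal then maximal; technique: Fluo4 calcium fluorescence by kinetic imaging, 5 s 1 Hz baseline; measure: integrated fluorescence ratio relative to baseline, converted to per-well B score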
MrgX1 agonist: agonists of human MrgX1 receptor; Q96LB2; MrgX1-HEK293 cells, Fluo-4 calcium fluorescence, agonist mode; stronger effect = higher value; B-score at 10 µM; hit rate 0.44% among 310,000; AID 588627;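 active = calcium response B-score plate-corrected fluorescence ratio at least 3 library SD, with starting fluorescence B-score inside 5 SD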
Target sequence (Q96LB2 whole entry, looked up): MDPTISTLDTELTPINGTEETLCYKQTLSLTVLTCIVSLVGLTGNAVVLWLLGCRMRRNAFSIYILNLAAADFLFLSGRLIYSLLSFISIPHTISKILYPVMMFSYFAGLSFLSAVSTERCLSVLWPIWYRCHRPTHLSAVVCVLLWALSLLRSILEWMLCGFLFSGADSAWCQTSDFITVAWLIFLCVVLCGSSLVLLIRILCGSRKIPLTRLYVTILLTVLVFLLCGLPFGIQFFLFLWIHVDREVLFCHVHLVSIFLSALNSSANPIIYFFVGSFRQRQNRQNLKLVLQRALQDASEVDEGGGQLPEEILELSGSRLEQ
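System – MrgX1-expressing HEK293 cells · Incubation – cells plated overnight, dye loaded 0.5 h 37 °C, 0.5 h room temperature · Technique – kinetic Fluo-4 NW fluorescence of intracellular calcium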
MrgX1 antagonist: blocks BAM8-22 activation of human MrgX1 receptor; Q96LB2; MRGX1-HEK293 calcium flux, Fluo-4, BAM8-22 antagonism; stronger effect = lower value; B-score at 10 µM; hit rate 1.3% among 310,000; AID 588676;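 active = calcium-response B-score plate-corrected more than 3 library SD below zero, starting fluorescence within 5 deviations, no agonist response on first addition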;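 note: peak minus trough fluorescence over baseline after final BAM8-22 challenge near maximal dose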
MrgX1 PAM: allosterically activates human MrgX1 receptor signaling. Q96LB2. MrgX1-HEK293, Fluo-4 calcium flux, FDSS; stronger effect = higher value. AID 588675. B-score at 10 µM. hit rate 0.63% among 310,000;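 active = plate-corrected calcium response at least 3 library SD above typical, normal starting fluorescence, not activating the receptor alone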;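 note: compound read alongside a low EC10 to EC30 dose of BAM8-22 agonist; peak minus trough fluorescence over baseline measured at the second addition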
TRPC6 act: activators of mouse TRPC6 channel; Q61143; HEK293-TRPC6 membrane potential dye fluorescence; stronger effect = higher value; B-score at 10 µM; hit rate 0.13% among 310,000;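 active = B-score of the integrated fluorescence ratio above library mean plus 3 SD, and starting fluorescence ratio within library mean plus 5 SD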;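 note: higher score means more depolarization so channel activation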
Platelet DG rel: modulates dense granule release in human platelets; hit rate 0.22% among 300,000; human platelet-rich plasma, SFLLRN dense granule ATP release, luminescence; inhibition, %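 (compounds screened at 7.5 µM in platelet-rich plasma)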; AID 1663;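 active = mean replicate score, as percent of positive control, at or above 50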
SKKanGAS inh: blocks kanamycin growth of S. pyogenes SKKanGAS strain; BacTiter-Glo, 6 h; inhibition, % at 7.5 µM; hit rate 1.3% among 300,000;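 active = mean replicate score, as percent of positive control median, at least 50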;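 note: strain carries kanamycin resistance gene driven by streptokinase promoter and grows in 40 µg/ml kanamycin; loss of luminescence reflects streptokinase promoter inhibition or plain growth inhibition; 0% = median of DMSO wells and 100% = positive control at its reference dose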
* hit, by the source's call; i = inactive; · = no result given. Hits appear at their usual frequency (roughly 6.1% active in at least one column).

SMILES	HIF act	RGS4 act	RGS4 inh	TRPC6 inh	TRPC4 inh	MrgX1 agonist	MrgX1 antagonist	MrgX1 PAM	TRPC6 act	Platelet DG rel	SKKanGAS inh
O=C(N/C(=C\c1ccccc1)C(=O)N1CCCCCC1)c1ccccc1	0.0	i	i	i	i	i	i	i	i	7	4
Cc1ccc(CNC(=S)N(C)C)cc1	0.6	i	i	i	i	i	i	i	i	14	-6
COc1ccc(CC(=O)OCC(=O)Nc2ccc(Br)cc2)cc1	-0.2	i	i	i	i	i	i	i	i	-14	-18
O=C(NCCCl)C1Cc2c(ccc3ccccc23)O1 (stereo not drawn)	-0.3	i	i	i	i	i	i	i	i	0	-6
Nc1c2c(nn1-c1ccc(C(=O)O)cc1)CNC2	-14	i	i	i	i	i	i	i	i	21	0
Cc1ccc(-n2cc[nH]c2=S)c(C)c1	-0.7	i	i	i	i	i	i	i	i	-3	-2
Cn1cc(Br)c(C(=O)NNC(=O)Nc2ccccc2C(F)(F)F)n1	-0.7	i	i	i	i	i	i	i	i	0	4
CCn1c(Cc2c(C)[nH]c3ccccc23)n[nH]c1=S	-1.3	i	i	i	i	i	i	i	i	11	-10
CN(C)CCCn1c(=S)[nH]c2sc3c(c2c1=O)CCCC3	1.3	i	i	i	i	i	i	i	i	-2	7
CN(C)c1nc(N)nc(CSc2nnnn2-c2ccc(F)cc2)n1	-0.4	i	i	i	i	i	i	i	i	-5	-9
CCN1CCN(c2ncnc3scc(-c4ccc(OC)cc4)c23)CC1	0.4	i	i	i	i	i	i	i	i	-9	7
C=C1CSc2nc3ccccc3c(=O)n21	-0.3	i	i	i	i	i	i	i	i	8	1
Cc1cc(C(=O)OCC(=O)c2ccccc2)c2ccccc2n1	0.2	i	i	i	i	i	i	i	i	-1	8
CCOc1ccccc1NC(=O)c1cc(Cl)ccc1NC(=O)c1ccco1	0.0	i	i	i	i	i	-5.2*	i	i	-1	0
Nc1nc(CN2CCN(C(c3ccccc3)c3ccccc3)CC2)nc(Nc2ccccc2)n1	0.2	i	i	i	i	i	i	i	i	-11	49
O=C(NCc1cccc(Cl)c1)c1cccc(OC2CCN(C(=O)C3CC3)CC2)c1	-0.3	i	i	i	i	i	-5.6*	i	i	3	-1
Cc1cc(C(=O)CSc2nnc(-c3ccccc3F)o2)c(C)n1Cc1cccs1	-0.1	i	i	i	i	i	-6*	i	i	0	9
CC(C)C(=O)C1=Cc2cc([N+](=O)[O-])ccc2OC1N1CCOCC1 (stereo not drawn)	-38	i	i	i	i	i	i	i	i	1	-5
COC(=O)c1oc2ccc(Br)cc2c1NC(C)=O	-0.1	i	i	i	i	i	i	i	i	11	-2
OCCN1CCN(c2nc(NCc3ccco3)c3ccccc3n2)CC1	-0.1	i	i	-6*	i	i	i	i	i	-5	-7
COc1ccc(C(=O)NNc2ccccc2)cc1OC	0.0	i	i	i	i	i	i	i	i	-1	·
O=C1N/C(=N\N=C\c2ccccn2)SC1Cc1cccc(SC(F)F)c1 (stereo not drawn)	0.0	i	i	i	i	i	i	i	i	2	94*
N#Cc1c(-c2ccco2)nc(SCC(=O)Nc2cccc(Cl)c2)[nH]c1=O	0.5	i	i	i	i	i	i	i	i	11	19
COc1ccc(C2CC(c3ccccc3)=NN2C(=O)COC(=O)c2cccc(S(=O)(=O)N(C)C)c2)cc1 (stereo not drawn)	0.6	i	i	i	i	i	i	i	i	7	9
CCN(CC)S(=O)(=O)c1ccc(N2CCOCC2)c(NC(=O)C2CC2)c1	1.4	i	i	i	i	i	i	i	i	5	-1
O=C(O)CC1S/C(=N/N=C/C2CC=CCC2)NC1=O (stereo not drawn)	-0.1	i	i	i	i	i	i	i	i	-11	-1
COc1cccc(NS(=O)(=O)c2c(C)nc3sccn3c2=O)c1	0.5	i	i	i	i	i	i	i	i	23	-1
CN1CC(=O)N(CC(=O)Nc2ccc(N(C)C)cc2)c2ccccc2C1=O	0.1	i	i	i	i	i	i	i	i	·	4
COc1cc(C2C3=C(Nc4nc(N)[nH]c(=O)c42)c2ccccc2C3=O)ccc1O (stereo not drawn)	-0.6	i	i	i	i	i	i	i	i	-2	-1
Cc1ccc(S(=O)(=O)Oc2ccc(/C=C(/NC(=O)c3ccccc3)C(=O)Nc3ccccc3)cc2)cc1	0.2	i	i	i	i	i	i	i	i	-12	-7
COC(=O)Nc1ccc(Cc2ccncc2)cc1	-0.4	i	i	i	i	i	i	i	i	3	2
OC(CNCCc1ccccc1)c1ccccc1 (stereo not drawn)	-0.4	i	i	i	i	i	i	i	i	-8	-3
CCCn1c(=O)n(C)c(=O)c2c(SC(C)C(=O)NCC3CCCO3)nc(CC(C)C)nc21 (stereo not drawn)	-0.3	i	i	i	i	i	i	i	i	-1	-2
COc1ccc(-c2nc3ccccc3c(=O)n2CC(C)C)cc1	0.0	i	i	i	i	i	i	i	i	0	-2
Cc1ccc(CNC(=O)CCC(=O)N2CC(C)Oc3ccccc32)cc1 (stereo not drawn)	0.4	i	i	i	i	i	i	i	i	3	-4
COC(=O)c1ccc(CSC2=NCCS2)cc1	0.9	i	i	i	i	i	i	i	i	9	-2
Cc1csc(NC(=O)C(Cc2ccccc2)n2cccc2)n1 (stereo not drawn)	0.4	i	i	i	i	i	i	i	i	7	7
CCCC[n+]1ccn(-c2nc3ccccc3nc2[N-]S(=O)(=O)c2cccs2)c1	-0.6	i	i	i	i	i	i	i	i	3	2
O=C(O)c1ccccc1C(=O)c1ccc(N2CCOCC2)c([N+](=O)[O-])c1	-0.1	i	i	i	i	i	i	i	i	0	4
CCCN1C(=S)SC(C)(C)C1/[N+]([O-])=C/c1ccc(S(=O)(=O)NC)cc1 (stereo not drawn)	-0.1	i	i	i	i	i	i	i	i	0	-3
CN(C)Cc1ccccc1Sc1ccc(Br)cc1	0.1	i	i	i	i	i	i	i	i	11	1
Cc1ccc(C)c(NC(=S)N2CCCC2)c1	0.4	i	i	i	i	i	i	i	i	-1	-1
C[C@H](N)c1nnc(SCC(N)=O)o1	-0.5	i	i	i	i	i	i	i	i	5	8
Cc1oc(-c2cccs2)nc1CN1CCN(C2CCCC2)C(CCO)C1 (stereo not drawn)	0.5	i	i	i	i	i	i	i	i	-5	11
O=C1CCN(Cc2ccccc2)S(=O)(=O)c2ccccc21	-1.1	i	i	i	i	i	i	i	i	3	11
C/C(=N/NC(=O)c1ccc(Br)o1)c1cccc(NC(=O)c2ccc(F)cc2)c1	1.6	i	i	i	i	i	i	i	i	15	5
O=C(Cc1ccc(Br)cc1)NNC(=O)Nc1ccc(Cl)cc1	0.4	i	i	i	i	i	i	i	i	6	2
O=C(C1CCN(S(=O)(=O)c2cccc3cccnc23)CC1)N1CCc2ccccc21	0.2	i	i	i	i	i	i	i	i	-1	3
O=C(CN(C(=O)c1csnn1)c1cccc(Cl)c1)NC1CCCCC1	-0.2	i	i	i	i	i	i	i	i	-1	8
Nc1nnnn1CC(=O)N/N=C/c1cc([N+](=O)[O-])ccc1Cl	0.9	i	i	i	i	i	i	i	i	4	-9

(further entries)
SMILES	HIF act	RGS4 act	RGS4 inh	TRPC6 inh	TRPC4 inh	MrgX1 agonist	MrgX1 antagonist	MrgX1 PAM	TRPC6 act	Platelet DG rel	SKKanGAS inh
Cc1ccccc1C(=O)c1ccc2c(c1)n(C)c(=O)n2C	-0.5	i	i	i	i	i	i	i	i	4	3
CC(=O)c1cccc(NC(=O)C(C)OC(=O)c2cccc(-n3cnnn3)c2)c1 (stereo not drawn)	-0.5	i	i	i	i	i	i	i	i	-4	-9
O=C(NCc1nnc(SCC(=O)N2CCCCC2)o1)c1c(F)cccc1F	-0.2	i	i	i	i	i	i	i	i	8	14
Cc1ccc(C(=O)N2CCOCC2)cc1S(=O)(=O)N1CCCC1	0.2	i	i	i	i	i	i	i	i	4	-3
NC(=O)C(c1ncc(C(F)(F)F)cc1Cl)c1c(Cl)cccc1Cl (stereo not drawn)	0.3	i	i	i	i	i	i	i	i	1	11
C=CCN(c1ccccc1C(=O)O)S(=O)(=O)/C=C/c1ccccc1	-0.2	i	i	i	i	i	i	i	i	-28	-1
CCOC(=O)c1cnc2ccccc2c1Nc1ccc2c(c1)OCCO2	-2.0	i	i	i	i	i	-5.5*	i	i	18	-3
COc1cccc(Oc2c(C)oc3c(CN4CCCC4)c(O)ccc3c2=O)c1	-0.6	i	i	i	i	i	i	i	i	0	-9
CSCCC(NC(=O)/C(=C\c1ccc(Cl)cc1)NC(=O)c1ccccc1)C(=O)O (stereo not drawn)	0.0	i	i	i	i	i	i	i	i	5	0
CCOc1ccc(NC(=O)CCNS(=O)(=O)c2cccc3nonc23)cc1	0.0	i	i	i	i	i	i	i	i	2	-1
COc1ccc(Cl)cc1NC(=O)C(OC)c1ccccc1 (stereo not drawn)	0.0	i	i	i	i	i	i	i	i	13	8
CCN(CC)c1ccc(/C=N/NC(=S)NC)c(O)c1	3.2	i	i	i	i	i	i	i	i	1	-9
C=CCN1C(=O)/C(=C/c2ccccc2)S/C1=N/c1nccs1	-0.4	i	i	i	i	i	i	i	i	1	-10
Cc1ccc(C)c(C(=O)NC2CC(C)(C)NC(C)(C)C2)c1	-0.6	i	i	i	i	i	i	i	i	1	0
CCOC(=O)c1cc(C(=O)OCC)c2ccccn2c1=O	0.1	i	i	i	i	i	i	i	i	-6	13
CCC(=O)Nc1ccc2c(c1)nc(CCN1CCC(C)CC1)n2C	0.1	i	i	i	i	i	i	i	i	1	0
CC1=C(C)CC(C(=O)c2ccc(C)cc2)C(C(=O)O)C1 (stereo not drawn)	0.0	i	i	i	i	i	i	i	i	-6	-2
